Compound activity from PubChem BioAssay.
AmpC detergent – blocks E. coli AmpC beta-lactamase in detergent assay. Potency, µM (titrated, usually from 114 µM), without a hit: at the top dose activity change, negative = inhibition, actives largely listed as inhibitors. AmpC hydrolysis of nitrocefin, absorbance 480 nm, 0.01% Triton. 0.041% of 370,000 active. P00811. AID 485294;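 also: potency is read from the fitted curve at half-maximal effect; 0% = no-compound wells and -100% = no-enzyme wells; nearly all actives have a fitted effect of over 25% in size; some results filed as inactive show a strong effect at the top dose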
Target sequence (P00811 whole entry, looked up): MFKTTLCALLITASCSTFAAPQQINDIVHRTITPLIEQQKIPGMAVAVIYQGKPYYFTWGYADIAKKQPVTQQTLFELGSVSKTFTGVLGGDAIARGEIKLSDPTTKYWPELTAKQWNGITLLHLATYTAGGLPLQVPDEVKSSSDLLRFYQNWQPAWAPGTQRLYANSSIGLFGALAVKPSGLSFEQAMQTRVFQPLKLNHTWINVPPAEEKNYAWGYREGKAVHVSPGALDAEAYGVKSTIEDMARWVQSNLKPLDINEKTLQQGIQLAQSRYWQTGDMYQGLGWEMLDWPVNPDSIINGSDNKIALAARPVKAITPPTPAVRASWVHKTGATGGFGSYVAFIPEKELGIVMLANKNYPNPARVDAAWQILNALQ
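20 mM phosphate pH 7.0 + 0.01% (detergent screen) or 0.0001% Triton X-100; 5.3 nM AmpC reagent; cpd preinc 15 min RT; nitrocefin (800 uM stock) to start; A480 q20 s × 4 min; Activity was normalised to no-enzyme and no-compound control wells.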
FBPA Giardia inh – blocks Giardia fructose-bisphosphate aldolase activity; A8B2U2; 0.71% of 290,000 active; Potency, µM (highest dose often 59.6 µM), without a hit: at the highest dose activity, negative = inhibition, hits mostly inhibitors; purified Giardia FBPA; also: potency is read from the fitted curve at half-maximal effect; nearly all actives have a fitted effect of over 55% in size
Target sequence (A8B2U2 whole entry, looked up): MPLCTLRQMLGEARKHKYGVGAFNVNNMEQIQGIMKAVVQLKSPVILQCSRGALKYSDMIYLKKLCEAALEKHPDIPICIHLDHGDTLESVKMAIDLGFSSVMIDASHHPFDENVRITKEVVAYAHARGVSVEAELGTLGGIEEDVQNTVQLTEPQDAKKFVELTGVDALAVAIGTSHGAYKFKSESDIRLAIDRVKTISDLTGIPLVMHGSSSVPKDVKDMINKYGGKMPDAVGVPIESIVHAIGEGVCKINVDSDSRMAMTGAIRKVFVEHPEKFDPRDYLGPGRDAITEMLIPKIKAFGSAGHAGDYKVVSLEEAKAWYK
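40 nM FBPA preincubated 10 min at RT with compound (up to 57.5 uM final), then substrate plus GAPDH/TPI/NAD/arsenate coupling and diaphorase/resazurin added. Fluorescence read after 20 min at RT, 525/598 nm.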
Sm TGR inh – inhibitors of Schistosoma mansoni thioredoxin glutathione reductase; Q962Y6; purified TGR, DTNB reduction, TNB absorbance 405 nm; Potency, µM (doses to about 114 µM), for the others: at the top dose activity change, negative = inhibition, usual class: inhibitors; 3% of 360,000 active; also: potency is read from the fitted curve at half-maximal effect; nearly all actives have a fitted effect of over 60% in size
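First, TGR (20 nM dispensed) and NADPH were mixed with compound. Second, a 15 min room-temperature incubation followed. Third, further NADPH and then DTNB were added to start the reaction. Finally, TNB absorbance was monitored kinetically.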
HCV inhibitor – blocks hepatitis C virus; Potency, µM (highest dose often 41.8 µM), for inactives: top-dose activity change, negative = inhibition, hits mostly inhibitors; 3.4% of 340,000 active; AID 651820; Huh7.5.1 HCVcc-Cre infection, luciferase reporter, 44 h; also: potency is read from the fitted curve at half-maximal effect
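1,000 cells/well; 4 h culture; + compound; + HCVcc-Cre (~0.5 moi); 44 h; luciferase substrate, RT 15 min; read 15 sec.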
AMA1 RON2 block – disrupts binding of P. falciparum AMA1 to RON2. AlphaScreen AMA1-biotinylated RON2 peptide binding. Potency, µM (top dose mostly 58.2 µM), for inactives: top-dose activity change, negative = inhibition, most hits filed as inhibitors. 0.2% of 360,000 active. AID 720542;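 also: potency is read from the fitted curve at half-maximal effect; 0% = vehicle wells and -100% = peptide control; nearly all actives have a fitted effect of over 45% in size; some results filed as inactive show a strong effect at the top dose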
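AMA1 (3D7) with his tag at 25 nM final met compounds first, then biotinylated RON2 peptide at 25 nM; detection used donor plus acceptor beads, 10 µg/mL apiece, read by AlphaScreen after 30 min at room temperature.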
HCMV antiviral – blocks human cytomegalovirus replication; 4.5% of 410,000 active; AID 1259415; activity change, negative = inhibition, % at 57.5 µM; HFF cells, HCMV-luciferase reporter, 72 h; stronger effect = lower value; in the data active = activity change below about -60%; inconclusive = no clear call, values can overlap the other calls; inactive = above about -39%
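Luciferase read-out from HCMV-luciferase-infected HFFs (MOI 1 PFU/cell) 72 h post infection at 37C; compounds added after 16 h cell attachment; activity normalized between buffer-only basal and Salinomycin (10uM) inhibitor controls.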
The depositor's hits bear a star; u = inconclusive; x = not tested or not shown; & = joins results of further samples; [ ] = remark or other dose. Unless noted, calls follow the shape of the dose curve; as a rule, active = well fitted curve in the direction sought with a large enough effect; inconclusive = small, poorly fitted or top-dose-only effect, or another doubt; inactive = no such curve, though single readings can be large; an effect the other way counts as inactive or inconclusive. Unless noted, % is scaled to controls: 0 for no effect and ±100 for the full control effect.

Below each compound – AmpC detergent	FBPA Giardia inh	Sm TGR inh	HCV inhibitor	AMA1 RON2 block	HCMV antiviral
- O=C(Oc1ccc(-c2cnc3ccccc3n2)cc1)c1cc([N+](=O)[O-])ccc1Cl
  -12%	1%	-9%	13%	-1%	274
- Cn1c(-c2ccc(Cl)nc2)nc2cc(Cl)ccc21
  2%	-17%	-6%	u	17%	u
- Cn1cnc(S(=O)(=O)N2CCN(c3ccc(F)cc3)CC2)c1
  0%	5%	4%	12%	-11%	-13
- CCOC(=O)C1CCN(C(=O)C2CCN(C(=O)c3ccc([N+](=O)[O-])cc3)CC2)CC1
  -3%	3%	15%	6%	0%	x
- CCS(=O)(=O)N1CCCC(C(=O)NCCN2CCC(Cc3ccccc3)CC2)C1 (centres undefined)
  -4%	6%	-9%	u	-1%	-3
- CN1CCN(C(=O)c2cccc(COc3cc(Cl)ccc3Cl)c2)CC1
  -5%	3%	-11%	u	-2%	x
- FC(F)(F)c1cnc(C(c2ccccc2)c2ncn[nH]2)c(Cl)c1 (centres undefined)
  -13%	-10%	0%	12%	-16%	6
- Cc1ccc(-n2c(=O)c3ccc(C(=O)NCc4ccco4)cc3n(CC(=O)Nc3ccc(C)c(F)c3)c2=O)cc1
  1%	x	-6%	x	x	u
- O=C(COc1ccc2c(c1)oc(=O)c1ccccc12)NC(Cc1ccc(Cl)cc1)C(=O)O (centres undefined)
  -11%	u	-18%	21%	-9%	-32
- COc1ccc(C(=O)NCCCn2nc(C)cc2C)cc1S(=O)(=O)N1CCOCC1
  -8%	x	-3%	16%	6%	-36
- CCN(CC)CC(=O)Nc1sc2c(c1C(=O)c1ccccc1C)CCC2
  2%	4%	-7%[57.1 µM]	-66%	18%	-35
- Cc1ccc(S(=O)(=O)c2c(C)nn(-c3ccccc3)c2OC(=O)c2ccc(Br)o2)cc1
  0%	u	-7%	2%	2%	37
- COC(=O)CCC(NS(=O)(=O)OCC(Cl)(Cl)Cl)c1ccccc1 (centres undefined)
  u	-10%	-1%	13%	12%	-1
- COC(=O)c1ccccc1OCCOCCOc1cccc2cccnc12
  4%	-1%	6%	-26%	1%	23
- CCCc1[nH]nc2c1C(c1ccc(O)c(OC)c1)C(C#N)=C(N)O2 (centres undefined)
  -14%	0%	-13%	1%	-1%	-25
- CCn1c2ccccc2c2nnc(SCC(=O)Nc3c(C)n(C)n(-c4ccccc4)c3=O)nc21
  -14%	-6%	12%	-27%	-6%	-21
- COc1ccccc1NC(=S)NCc1ccco1
  -4%	-4%	35µM*	-10%	-1%	46
- CCOc1ccccc1NCc1nnc2n1CCCCC2
  2%	x	-3%	x	x	3
- CC1Cc2ccccc2N1C(=O)COC(=O)c1ccccc1NCCO (centres undefined)
  4%	x	-34%	u	-13%	-21
- COC(=O)Nc1ccc(C)c(NC(=O)OC)c1
  -13%	5%	10%	24%	-1%	13
- C[C@H](CCC(=O)NCC(=O)O)[C@H]1CC[C@H]2C3[C@H](O)C[C@@H]4C[C@H](O)CC[C@]4(C)[C@H]3C[C@H](O)[C@]12C (some centres undefined)
  u	x	-4%	23%	-1%	-32
- Nc1c(C(=O)Nc2cccc(Br)c2)sc2nc3c(cc12)N1CCC3CC1
  4%	x	4%	x	x	u
- Clc1ccc(OCCOCCOc2cccc3cccnc23)c(Br)c1
  5%	-2%	6%	u	0%	-9
- CCc1ccc(NC(=O)Cn2nnc(C(=O)NCc3ccc(OC)cc3)c2N)cc1
  -3%	x	5%	u	-2%	8
- COc1ccc(CNC(=O)CCC2N=C3c4ccccc4N=C(SCC(=O)NCC4CCCO4)N3C2=O)cc1 (centres undefined)
  1%	-6%	1%	6%	10%	u
- Cc1ccc(S(=O)(=O)CC(=O)c2cc(C)c(OC(=O)N(C)C)c(C)c2)cc1
  -13%	1%	-9%	u	69%[activator]	-40
- Cc1ccc(-c2csc3ncnc(SCC(=O)O)c23)cc1
  -8%	22%	-7%	-7%	-8%	21
- CC1=C(C#N)C(c2ccc(O)cc2)C2=C(CCCC2=O)N1 (centres undefined)
  0%	2%	0%	10%	10%	-7
- COc1ccc(N2CCN(S(=O)(=O)c3ccc4c(c3)OCCO4)CC2)cc1
  7%	2%	14%	16%	-29%	-9
- CCN(CC(=O)NCc1ccc(Cl)cc1)C(=O)CCOc1ccccc1C
  -15%	x	-5%	u	21%	-18
- COC(=O)C1C(=O)C2=C(CC1C)NC(C)=C(C(=O)OCc1ccc(OC)cc1)C2c1ccc(C)o1 (centres undefined)
  -13%	-13%	u	u	-12%	6
- CCOC(=O)c1c(C)n(-c2ccccc2)c2ccc(OC(=O)c3ccccc3NC(=O)C(C)(C)C)cc12
  7%	x	-2%	x	x	-94*
- CCOC(=O)C1CCN(c2cc(=O)n(Cc3ccc(F)cc3)c(=O)[nH]2)CC1
  u	-4%	1%	7%	-5%	17
- CC(=O)NNc1nc(-c2ccc(NC(C)=O)cc2)cs1
  0%	-10%	40µM*	8%	68%[activator]	u
- CN(C)S(=O)(=O)c1cccc(NC(=O)CN2C(=O)NC3(CCc4ccccc4C3)C2=O)c1 (centres undefined)
  -7%	13%	-2%	-9%	0%	62
- CS(=O)(=O)c1cccc(S(=O)(=O)N2CCCCCC2)c1
  -2%	1%	2%	3%	-11%	27
- COC(=O)CSc1nc(N)c(C#N)c(CC(C)C)c1C#N
  u	-3%	-2%	18%	21%	32
- Clc1ccc(C2[C@H]3CN(Cc4cccnc4)[C@H](c4ccccc4)C34CC2(c2ccccc2)C4)cn1 (some centres undefined)
  3%	-1%&0%	-24%	-17%	-2%	8
- CCCCS(=O)(=O)N1C2=NC(C(=O)OC)=C(C(=O)OC)[C@@H]3N(C)c4ccc(OC)cc4[C@]23C[C@H]1C(=O)OC
  1%	2%[12.9 µM]	4%	-12%[8.37 µM]	u	x
- CC(C)=CC(=O)OCc1csc(CC(=O)Nc2ccccc2C)n1
  3%	x	2%	-6%	20%	-16
- O=C(Cc1csc(N2CCOCC2)n1)N/N=C/c1ccc(Cl)cc1Cl
  -9%	1%	-9%	11µM*	-4%	2
- CCc1ccc(NC(=O)CC2C(=O)N(c3ccc(OC)cc3)C(=O)N2CCOC)cc1 (centres undefined)
  u	-8%	0%	1%	-4%	-2
- Cc1cc(Br)ccc1OCC(=O)NNC(=O)c1ccc(NC(=O)C2CC2)cc1
  3%	4%	-6%	9%	1%	20
- O=C(NC1CCCCCCC1O)c1ccccc1 (centres undefined)
  x	x	x	27%	-13%	-10
- CC(=O)c1cccc(NC(=O)NNC(=O)CCC(=O)Nc2ccc(C)c(C)c2)c1
  1%	4%	16%	-18%	52%[activator]	29
- Cn1nnnc1Sc1ncnc2scc(-c3cc4ccccc4o3)c12
  6%	x	-21%	x	x	-100*
- O=C(CCS(=O)(=O)c1ccc(Br)cc1)Nc1ccccn1
  -6%	-2%	3.2µM*	2%	-2%	u
- Cc1oc2c(c(=O)c1C)C(=O)CC(c1ccccc1)C2 (centres undefined)
  -5%	-6%	1%	5%	3%	1
- COc1ccc(Cl)cc1-c1nc(N)nc(N(C)C)n1
  2%	2%	2%	7%	9%	0
- COC(Cn1c2c(c3cc(C)ccc31)CCCC2NCc1ccccc1)OC (centres undefined)
  0%	-7%	4µM*	0%	-15%	15
- O=C(NCC(c1ccco1)N1CCCC1)c1ccccc1F (centres undefined)
  2%	0%	-9%	1%	12%	-4
- O=C(CN1CCOCC1)c1cccc2ccccc12
  u	u	0%	-3%	u	65
- C/C(=N\Nc1nc(-c2ccc(C)cc2)nc2ccccc12)c1ccc([N+](=O)[O-])cc1
  2%	-3%	0%	x	x	x
- CCc1ccc(OC)c(S(=O)(=O)Nc2ccc(Cc3ccncc3)cc2)c1
  2%	21%	4%	8.9µM*	-6%	-75*
- Cc1ccc(-c2cc3c(n2-c2ccc(C(=O)O)cc2)CCCC3=O)cc1
  -24%	3%	0%	3%	-9%	84
- Cc1ccc(S(=O)(=O)NN2C(=O)c3ccccc3NC2c2ccccn2)cc1 (centres undefined)
  0%	-8%	2%	u	40%[activator]	-19
- Cc1c(N2C(=O)c3ccc4c5c(ccc(c35)C2=O)CC4)c(=O)n(-c2ccccc2)n1C
  -1%	-30%	-27%	-26%	-26%	x
- COc1ccc(C(=O)CSc2n[nH]c(=O)[nH]c2=O)cc1
  -3%	1%	-24%	17%	2%	39
- CCc1ccccc1N(CC(=O)Nc1cccc(N(C)S(C)(=O)=O)c1)S(C)(=O)=O
  2%	2%	5%	-1%	-8%	11
- O=C(OCCN1CCCCC1)c1ccccc1Cl
  u	-8%	2%	-1%	12%	51

Profiles, looked up by structure. Order of values: AmpC detergent	FBPA Giardia inh	Sm TGR inh	HCV inhibitor	AMA1 RON2 block	HCMV antiviral
CCOc1ccccc1NCc1nnc2n1CCCCC2 in the list: 2%	x	-3%	x	x	3
COc1ccccc1NC(=S)NCc1ccco1 in the list: -4%	-4%	35µM*	-10%	-1%	46
Cn1c(-c2ccc(Cl)nc2)nc2cc(Cl)ccc21 in the list: 2%	-17%	-6%	u	17%	u
CC1=C(C#N)C(c2ccc(O)cc2)C2=C(CCCC2=O)N1 (centres undefined) in the list: 0%	2%	0%	10%	10%	-7

Continued:
Below each compound – AmpC detergent	FBPA Giardia inh	Sm TGR inh	HCV inhibitor	AMA1 RON2 block	HCMV antiviral
- COc1ccc(C)c(NC(=O)C2CC(=O)NC3=C2C(=O)CCC3)c1 (centres undefined)
  -12%	6%	10%	26%	-8%	-4
- Fc1ccc(NC(=S)NC2CC3CCCC(C2)N3Cc2cccs2)cc1 (centres undefined)
  -1%	1%	4%[57.1 µM]	2%	-8%	-11
- CC(=O)NCCC(=O)N(C)CC1CCN(CCc2cccc(C(F)(F)F)c2)CC1
  -1%	3%	1%	-14%	-4%	1
- O=C(Nc1ccccc1C(=O)N1CCCCC1)NC1CCCCC1
  -6%	10%	11%	25%	3%	-38
- CC1O[C@H](OC2C(COC3OC(CO)C(O)[C@H](O)C3O)OC(OC3CC[C@]4(C)C(CC[C@@]5(C)[C@@H]4C=C[C@]46OC[C@@]7(CCC(C)(C)C[C@H]74)C(O)C[C@@]56C)C3(C)C)C(O)C2O)C(O)C(O)C1O (some centres undefined)
  x	x	x	4%	-4%	-10
- COc1ccc(C(=O)Cn2nnc(-c3ccccc3-n3cnnn3)n2)cc1
  u	2%	-6%	-19%	-1%	-35
- Cc1ccccc1OCc1nc(-c2cccnc2)no1
  -3%	-7%	40µM*	-8%	20%	15
- CC1CCCCC1NC(=O)CN1C(=O)c2ccccc2S1(=O)=O (centres undefined)
  -1%	x	-4%	4%	-8%	20
- CC1CCCC(C)N1C(=O)CSc1nnc(COc2ccc(F)cc2)o1 (centres undefined)
  -9%	-2%	94%[activator]	-1%	2%	8
- COc1ccccc1C(=O)N/C(=C\c1ccccc1)C(=O)NCc1ccco1
  u	5%	-14%	-2%	28%	19
